RBX1-CUL1 inh – inhibitors of human ROC1-CUL1 ubiquitin ligase activity; inhibition, % at 10 µM; P62877+Q13616; AID 1347404; in vitro K48 di-Ub FRET, acceptor:donor ratio, 45 min; 140,000 tested, 0.6% active; in the data active = inhibition above about 25%
Target sequence (P62877 whole entry, looked up): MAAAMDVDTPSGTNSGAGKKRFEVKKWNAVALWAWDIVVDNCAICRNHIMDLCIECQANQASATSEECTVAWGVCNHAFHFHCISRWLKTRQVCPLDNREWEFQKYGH
Target sequence (Q13616 whole entry, looked up): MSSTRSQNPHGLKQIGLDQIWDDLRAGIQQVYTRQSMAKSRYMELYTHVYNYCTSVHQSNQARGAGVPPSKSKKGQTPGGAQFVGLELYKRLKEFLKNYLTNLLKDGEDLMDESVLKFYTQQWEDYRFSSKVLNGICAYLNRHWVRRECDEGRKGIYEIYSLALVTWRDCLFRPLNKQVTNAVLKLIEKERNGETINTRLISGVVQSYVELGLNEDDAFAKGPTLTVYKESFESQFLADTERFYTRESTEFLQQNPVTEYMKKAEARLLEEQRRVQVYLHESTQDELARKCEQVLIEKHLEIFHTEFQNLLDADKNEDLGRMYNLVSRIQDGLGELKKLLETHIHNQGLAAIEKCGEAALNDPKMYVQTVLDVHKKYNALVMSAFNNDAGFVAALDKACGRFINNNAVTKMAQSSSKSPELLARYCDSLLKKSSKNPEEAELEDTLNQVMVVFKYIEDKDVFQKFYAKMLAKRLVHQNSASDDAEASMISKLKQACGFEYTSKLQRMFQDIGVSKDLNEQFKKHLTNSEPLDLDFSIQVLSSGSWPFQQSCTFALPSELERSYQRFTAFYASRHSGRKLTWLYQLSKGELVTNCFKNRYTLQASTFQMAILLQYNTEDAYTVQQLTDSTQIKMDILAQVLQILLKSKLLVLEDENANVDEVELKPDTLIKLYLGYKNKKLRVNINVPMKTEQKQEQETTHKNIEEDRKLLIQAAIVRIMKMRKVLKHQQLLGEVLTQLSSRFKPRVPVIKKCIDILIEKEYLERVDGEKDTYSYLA
* hit, by the source's call. Not all compounds are listed. The share of hits here may be higher or lower than overall.

The first 2 records (preview)
RBX1-CUL1 inh	smiles
5.0	CCC1CCCCN1c1ccc(C(=O)N2CCCN(c3ncccn3)CC2)cn1 (configuration not stated)
0.2	O=C(CSc1nc2ccccc2n1CC(=O)Nc1ccc(F)cc1F)Nc1ccc(F)cc1

The listing (from the top)
RBX1-CUL1 inh	smiles
5.0	CCC1CCCCN1c1ccc(C(=O)N2CCCN(c3ncccn3)CC2)cn1 (configuration not stated)
0.2	O=C(CSc1nc2ccccc2n1CC(=O)Nc1ccc(F)cc1F)Nc1ccc(F)cc1
3.6	O=C(O)COc1ccc(/C=C2\SC(=S)N(c3cccc(Cl)c3)C2=O)cc1
-1.2	COC(=O)CNC(c1ccccc1)c1cc(Br)ccc1NC(=O)c1cc(OC)c(OC)c(OC)c1 (configuration not stated)
-9.2	O=C(c1cncc(-c2cccc(-c3ccn[nH]3)c2)n1)N1CCOCC1
-1.6	Clc1ccc(-c2nnc(SCc3ccccc3)o2)c(Cl)c1
2.7	COc1ccc(CC(=O)Nc2ccc(C)cc2O)cc1
7.3	COc1ccc(C(=O)NC2CCCC2)cc1S(=O)(=O)N1CCCCC1
-11.5	Cc1ccc(C)c(N2CCN(c3cc(C)nc4c(-c5ccc(Cl)cc5)c(C)nn34)CC2)c1
-7.1	COc1cccc2cc(-c3nc(-c4cccs4)no3)c(=O)oc12
4.2	CC(Nc1ccc(Br)cc1)c1nnc(SCC(=O)Nc2cccc(F)c2)n1-c1ccccc1 (configuration not stated)
3.1	CCCCOc1cccc(C(=O)NC(=S)NC2=NCCS2)c1
-1.1	COC(=O)[C@H]1[C@H](C(=O)OC)[C@@H](C(=O)OC)N(c2ccc(OC)cc2)[C@@H]1C(=O)OC
-1.5	CCc1ccc(NC(=O)CSc2nc3n[nH]c(C)c3c(=N)n2-c2ccccc2C)cc1
3.3	COc1ccc(NC(=O)c2nc(S(=O)(=O)Cc3ccc(C)cc3)ncc2Cl)cc1
-5.9	Cc1ccc(NC(=O)COc2ccc(Cl)cc2Cl)nc1
3.4	O=C(N/N=C/c1ccc(O)cc1)C1CC1c1ccccc1 (configuration not stated)
4.7	Cc1ccc(CN2CCCn3nc(C(=O)NCCc4ccc(Cl)cc4)cc3C2=O)cc1
-9.1	CCOC(=O)c1c(NC(=O)CSc2ncn(-c3ccccc3)n2)sc2c1CCCC2
-7.6	Cc1ccc(OC(=O)c2cc(-c3ccc(Cl)cc3)on2)c(C)c1
-3.7	N#CC1C(=N)Oc2n[nH]c(-c3ccc(C4CCCCC4)cc3)c2C1c1ccc([N+](=O)[O-])o1 (configuration not stated)
-1.4	O=C(NNC(=S)NC1CCCCC1)c1csc2c1CCCC2
10.2	Nc1nc(CN2CCN(c3ccc(F)cc3)CC2)nc(Nc2ccccc2)n1
-0.8	O=C(Nc1ccc(OC(F)(F)F)cc1)c1nn2c(C(F)(F)F)cc(-c3ccc(Br)cc3)nc2c1Cl
0.4	COCC(=O)Nc1cc(C(=O)OC)ccc1Cl
2.8	CCOc1ccccc1NC(=O)c1nn(-c2ccc(C)cc2)c(=O)n(C)c1=O
0.6	CC(=O)c1cccc(CN(C)CC2CCCN(CCc3ccc(F)cc3)C2)c1 (configuration not stated)
2.2	Nc1nc(NCc2ccccc2Cl)n(-c2ccccc2)n1
-1.0	COc1ccc(CN2CCC(n3cc(C4CC4)nn3)CC2)cn1
-9.5	CCc1c(C)nc2nc(C)nn2c1N1CCN(c2ccccn2)CC1

The list continues.
RBX1-CUL1 inh	smiles
7.8	C=CCNCCOc1cc(C)cc(C)c1
3.1	COC(=O)Nc1nnc(-c2cccs2)s1
0.7	Cn1nnnc1SCCCNCc1ccccc1OCc1ccc(F)cc1
4.7	Cc1ccc(CN(C)C(=O)C2CCC(=O)N(CCc3ccccn3)C2)o1 (configuration not stated)
-6.1	CCOC(=O)c1cccc(NC(=O)c2ccco2)c1
-0.5	O=S(=O)(Nc1ccc2c(c1)OCO2)c1ccc(Cl)cc1
6.3	COC(=O)c1ccc(CSc2nc(C)cc(C)n2)cc1
8.0	CCCCN1C(=O)C(C=Nc2ccc(S(N)(=O)=O)cc2)C(=O)N(CCc2ccccc2)C1=O (configuration not stated)
2.9	Cc1ccc(NC(=O)N2CCN(c3ccc(F)cc3)CC2)cc1Cl
5.8	C=C(C)COc1ccccc1NC(=O)Nc1ccccc1
2.7	CCC(O)CN1CCN(C2Cc3ccccc3Sc3ccc(SC)cc32)CC1 (configuration not stated)
-5.9	CC(Oc1ccc(Cl)cc1Cl)C(=O)Nc1ccc2c(c1)oc1ccccc12 (configuration not stated)
3.4	CCc1noc(C)c1C(=O)Nc1cccc(C(F)(F)F)c1
-4.8	CCCCCCSc1nc2ccc(NC(=O)COc3ccc(Cl)cc3Cl)cc2s1
-1.8	COc1cccc(-c2cnnc(NCC(C)(C)N3CCOCC3)n2)c1
2.1	CC12CC(=O)C(C)(C1)C1C(=O)OC(=O)C12 (configuration not stated)
0.6	Cc1cc2ncn(S(=O)(=O)c3cc(C(C)C)ccc3C)c2cc1C
1.3	O=C(Nc1cccc(Br)c1)C1CCN(Cc2ccccc2)CC1
2.0	Cc1ccc(N2CCN(C(=O)Cn3ncc4c([nH]c5ccc(C)cc54)c3=O)CC2)c(C)c1
2.3	O=C(Oc1ccc(Br)cc1C(=O)/C=C/c1cccs1)c1ccco1
7.0	O=C(NCC1CCCN(C(=O)CCCN2CCCC2=O)C1)c1ccccc1Cl (configuration not stated)
3.2	Cc1ccccc1CS(=O)(=O)Nc1ccc(F)c(F)c1
-0.8	CCOc1ccc(C(=O)C2C(=O)C(=O)N(CCOC)C2c2ccccc2)cc1Cl (configuration not stated)
2.2	C=C(C)CSc1nc2sc3c(c2c(=O)n1-c1ccccc1)CCC(C)C3 (configuration not stated)
-1.0	Cc1ccc(S(=O)(=O)N(CC(=O)Nc2cccc(F)c2)C2CCCCC2)cc1
11.6	C=CCOc1c(CNc2ccc(C(=O)O)cc2)cccc1OCC
-2.6	Cc1cc(C)c(S(=O)(=O)Nc2ccc(S(=O)(=O)N3CCC(C)CC3)cc2)c(C)c1
2.7	CSc1ccccc1NC(=O)CSc1nccn1C
-1.6	CCS(=O)(=O)c1ncc(CN2CCC(Cc3ccccc3)CC2)n1CCOC
-2.3	Cc1ccccc1-n1nc(C)c2[nH]c(-c3ccccc3OCC(N)=O)nc21

In a second layout: entries from further up.
SMILES	RBX1-CUL1 inh
COc1cccc(-c2cnnc(NCC(C)(C)N3CCOCC3)n2)c1	-1.8
CC12CC(=O)C(C)(C1)C1C(=O)OC(=O)C12 (configuration not stated)	2.1
C=CCOc1c(CNc2ccc(C(=O)O)cc2)cccc1OCC	11.6
CCOc1ccc(C(=O)C2C(=O)C(=O)N(CCOC)C2c2ccccc2)cc1Cl (configuration not stated)	-0.8
O=C(Nc1cccc(Br)c1)C1CCN(Cc2ccccc2)CC1	1.3

The list continues:
RBX1-CUL1 inh	smiles
0.5	CC(C)Nc1ccc(C(=O)N2CCC(CN3CCCC3=O)CC2)cn1
-9.2	CSc1nn(-c2cc(Oc3cccc(C)c3)ncn2)c(N)c1C#N
8.8	O=C(Cc1nc2ccccc2oc1=O)c1ccc(Cl)cc1
8.7	CCc1cccc(C)c1NC(=O)c1nnn(-c2cc(C)ccc2C)c1C
11.8	Cn1c(CN2CCCC(Cn3cc(CCO)nn3)C2)cc2ccccc21 (configuration not stated)
-6.5	C=CCn1c(-c2ccc(Br)cc2)n[nH]c1=S
0.1	COc1ccc(-c2cc(C(F)(F)F)n3nc(C(=O)N(C)c4ccc(OC(F)(F)F)cc4)cc3n2)cc1
4.4	COc1ccc(/C=C2\C(=O)Nc3ccc(Br)cc32)c(OC)c1OC
4.8	Cc1ccc(-n2c(=O)c3c(c4cc(C)ccc4n3C)n(CC(=O)NCc3ccccc3Cl)c2=O)cc1
-6.6	CC1(C)CC(=O)C2=C(C1)OC1=C(C(=O)CC(C)(C)C1)C2c1cccc(OCc2c(F)cccc2Cl)c1
-2.0	Cc1nnc(NC(=O)c2cncc(Br)c2)s1
-3.3	COc1ccc(S(=O)(=O)Nc2cc(C)ccc2C)cc1
8.4	Cc1c(Cl)c(=O)oc2cc(OC(=O)C(CC(C)C)NC(=O)OC(C)(C)C)c(Cl)cc12 (configuration not stated)
10.6	Cc1cccc(C2c3[nH]c4ccccc4c3CCN2CCCn2cccn2)n1 (configuration not stated)
-6.5	CC1=NC(C)=C(C(=O)OCC2CCCO2)C(c2ccccc2[N+](=O)[O-])C1C(=O)OCCNC(=O)c1ccccc1O (configuration not stated)
1.3	O=C(CSc1nc2ccccc2[nH]1)N1CCN(c2ccccc2F)CC1
-6.3	O=[N+]([O-])c1ccc(O)c(C=Nc2ccc(C3(c4ccc(N=Cc5cc([N+](=O)[O-])ccc5O)cc4)c4ccccc4-c4ccccc43)cc2)c1
1.9	Cc1cc(C)c2c(c1)NC(=O)C2(O)c1c[nH]c2ccccc12 (configuration not stated)
4.6	CC(=O)Nc1ccc(Nc2nnc(-c3ccc(C)c(S(N)(=O)=O)c3)c3ccccc23)cc1
-9.3	O=C(Cn1c(=O)n(-c2ccccc2)c(=O)c2ccc(C(=O)NCc3ccc4c(c3)OCO4)cc21)Nc1ccc(Br)cc1F
-2.1	Cc1ccc(-c2cc(-c3ccccc3)c3c(N)c(C(=O)Nc4c(C)ccc5ccccc45)sc3n2)cc1
7.5	Cc1ccc(S(=O)(=O)NC(=O)Nc2cccc(Cl)c2C)cc1
0.7	Cc1oc(-c2ccccc2NC(=O)c2ccccn2)nc1CNC(=O)CCc1nc2ccccc2s1
-7.9	CCN(CC)CCNC(=O)c1sc2ncccc2c1-n1cccc1
-18.7	CCOC(=O)CSC1=NC(O)(C(F)(F)F)C(C(=O)c2cccs2)C(c2ccccc2Cl)C1C#N (configuration not stated)
2.4	Cc1ccc2oc(C(F)(F)F)cc(=O)c2c1
5.9	N#Cc1cccc(NC(=O)Cn2nc(Cc3ccncc3)c3ccccc3c2=O)c1
-6.6	CC(C)CN(CC(C)C)C(=O)C12CCC(C)(C(=O)O1)C2(C)C (configuration not stated)
4.1	O=[N+]([O-])c1cc(-c2nc(-c3ccccc3)no2)ccc1NC1CCCCC1
-3.7	O=C(OC1CCCCC1)C1CCC1

New compounds follow:
RBX1-CUL1 inh	smiles
5.5	CCCOc1cccc(OCC(=O)Nc2ccc(Br)cc2)c1
-3.6	CCn1ccc2cc(S(=O)(=O)N3CCC(C(=O)NCCc4ccccc4)CC3)ccc21
-7.6	Cc1ccccc1N1C(=O)NC(=O)C(C2NCCc3ccccc32)C1=O (configuration not stated)
6.2	CCc1nnc2sc(-c3cc(C)nc4ccccc34)nn12
1.1	O=C(CCSc1nnc(-c2ccccc2)o1)Nc1ccc(F)cc1
-2.5	Nc1c(Sc2ccccc2)cc(Sc2ccccc2)c2c1C(=O)c1ccccc1C2=O
-5.3	CCOC(=O)c1[nH]c2ccccc2c1NC(=O)c1ccc(OC(C)C)cc1
9.9	Oc1ccccc1-c1csnn1
4.2	Cc1nc2ccc(S(=O)(=O)N(CC(=O)Nc3cccc(F)c3)Cc3ccccc3)cc2s1
0.1	CC1=NC(=O)CC(c2c(Cl)cccc2Cl)C1C(=O)OC1CCCCCC1 (configuration not stated)
20.4	Cc1c(C)n(Cc2ccc(F)cc2)c2ccc(C(=O)NCc3ccco3)cc12
-3.8	CSc1ccc(CCNC(=O)c2ccc3c(c2)nc2n3CCOC2)cc1
-2.5	Cc1ccccc1Cn1c(=O)n(-c2ccc(Cl)cc2)c(=O)c2c3c(sc21)CCCC3
6.1	Cc1cc(C(=O)N2CCCC(c3cc(=O)[nH]cn3)C2)ccc1N1CCOCC1 (configuration not stated)
2.8	O=C(COc1ccc(F)cc1)Nc1cccc(OCc2cc(=O)n3ccccc3n2)c1
0.8	Cc1ccc(NC(=O)C2CCCN(c3nnc(C)c4c(C)n(-c5ccccc5)nc34)C2)c(Cl)c1 (configuration not stated)
-4.0	Cc1cc(C(=O)N2CCCC(CCc3ccc(F)cc3F)C2)no1 (configuration not stated)
4.0	CCOc1ccc(NC(=O)c2cnn(-c3ccc(C)c(Cl)c3)c2C2CCNCC2)cc1
10.9	O=C(Cc1coc2ccc3ccccc3c12)NC1CCCCC1
-0.5	COC1OC(OC)C2C3CC(C(O)C3O)C12 (configuration not stated)
-1.7	CNC(=O)c1ccc(C2CCCN2Cc2cnc(-c3ccccc3)s2)s1 (configuration not stated)
-6.7	C/C(=C/C(=O)c1cc(Br)c(C)s1)c1cc(Br)c(C)s1
11.8	Cc1cn2c(nc3c2c(=O)n(CC(C)C)c(=O)n3C)[nH]1
2.1	Cn1c(C2CCCO2)nc2cc(NC(=O)CC3CCCC3)cc(C(=O)NC3Cc4ccccc4C3)c21 (configuration not stated)
-2.5	CCOC(=O)c1c(C)oc2nc(C)nc(Nc3cc(C)ccc3OC)c12
-10.8	Cn1c(-c2cccc(O)c2)cs/c1=N/N=C/c1ccccc1
-3.6	N#Cc1cn(CCCCCCCC2=NC(=O)NC(=O)C2C#N)c(=O)[nH]c1=O (configuration not stated)
12.2	CCn1c(COc2ccc(OC)cc2)nnc1SCC(=O)Nc1ccc(C(=O)OC)cc1
3.9	Cc1cc(/C=C2/C(=O)NC(=S)N(C)C2=O)c(C)n1-c1ccc(Cl)cc1
-5.7	O=C(NCc1cccnc1Oc1ccccc1F)c1cccnc1

Part of the list above, tab-delimited:
SMILES	RBX1-CUL1 inh
Cc1ccccc1Cn1c(=O)n(-c2ccc(Cl)cc2)c(=O)c2c3c(sc21)CCCC3	-2.5
Cc1cc(C(=O)N2CCCC(c3cc(=O)[nH]cn3)C2)ccc1N1CCOCC1 (configuration not stated)	6.1
O=C(COc1ccc(F)cc1)Nc1cccc(OCc2cc(=O)n3ccccc3n2)c1	2.8

Following part
RBX1-CUL1 inh	smiles
5.4	C(=C\c1nc(N2CCCCC2)c2ccccc2n1)/c1ccccc1
-1.9	COc1ccc(N2CCN(C(=O)c3ccc4c(c3)OCCO4)CC2)cc1
-10.6	Cc1ccc(CSCC(=O)Nc2ccccc2)cc1
5.1	COc1cc(/C=C2\SC(=Nc3ccccc3Cl)NC2=O)ccc1OCC(=O)O
6.9	CCOC(=O)c1[nH]c(C)c(CCC(=O)N2CCN(c3cccc(C)c3C)CC2)c1C

Sorted by molecular weight (low to high): some entries from above
RBX1-CUL1 inh	smiles
5.4	C(=C\c1nc(N2CCCCC2)c2ccccc2n1)/c1ccccc1
-1.9	COc1ccc(N2CCN(C(=O)c3ccc4c(c3)OCCO4)CC2)cc1
3.9	Cc1cc(/C=C2/C(=O)NC(=S)N(C)C2=O)c(C)n1-c1ccc(Cl)cc1
5.1	COc1cc(/C=C2\SC(=Nc3ccccc3Cl)NC2=O)ccc1OCC(=O)O

High-throughput results (PubChem)
